AMA1 RON2 block = inhibitors of Plasmodium falciparum AMA1-RON2 interaction; AlphaScreen AMA1-biotinylated RON2 peptide binding; Potency, µM (titrated, usually from 58.2 µM), for the others: at the top dose activity change, negative = inhibition, hits mostly inhibitors; actives 0.2% (n = 360,000);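 further: potency means the concentration at half of the fitted maximal effect; 0% = vehicle wells and -100% = peptide control; nearly all actives have a fitted effect of over 45% in size; some results filed as inactive show a strong effect at the top dose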
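AMA1 (3D7) with his tag at 25 nM final met compounds first, then biotinylated RON2 peptide at 25 nM; detection used donor plus acceptor beads, 10 µg/mL apiece, read by AlphaScreen after 30 min at room temperature.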
HCV inhibitor = blocks hepatitis C virus | Huh7.5.1 HCVcc-Cre infection, luciferase reporter, 44 h | Potency, µM (titrated, usually from 41.8 µM), without a hit: top-dose activity change, negative = inhibition, actives largely listed as inhibitors | AID 651820 | actives 3.4% (n = 340,000); further: potency means the concentration at half of the fitted maximal effect
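1,000 cells/well; 4 h culture; + compound; + HCVcc-Cre (~0.5 moi); 44 h; luciferase substrate, RT 15 min; read 15 sec.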
HCMV antiviral = inhibitors of human cytomegalovirus; AID 1259415; actives 4.5% (n = 410,000); activity change, negative = inhibition, % at 57.5 µM; HFF cells, HCMV-luciferase reporter, 72 h; active compounds read low; in the data active means activity change below about -60%; inconclusive means no clear call, values can overlap the other calls; inactive means above about -39%
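Luciferase read-out from HCMV-luciferase-infected HFFs (MOI 1 PFU/cell) 72 h post infection at 37C; compounds added after 16 h cell attachment; activity normalized between buffer-only basal and Salinomycin (10uM) inhibitor controls.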
LmPK inhibitor = inhibitors of Leishmania mexicana pyruvate kinase; Q27686; purified LmPK, Kinase-Glo ATP luminescence, 1 h; Potency, µM (series often up to 57.5 µM), for inactives: at the top dose activity change, negative = inhibition, usual class: inhibitors; actives 0.37% (n = 290,000); AID 1721; further: potency means the concentration at half of the fitted maximal effect
Target sequence (Q27686 whole entry, looked up): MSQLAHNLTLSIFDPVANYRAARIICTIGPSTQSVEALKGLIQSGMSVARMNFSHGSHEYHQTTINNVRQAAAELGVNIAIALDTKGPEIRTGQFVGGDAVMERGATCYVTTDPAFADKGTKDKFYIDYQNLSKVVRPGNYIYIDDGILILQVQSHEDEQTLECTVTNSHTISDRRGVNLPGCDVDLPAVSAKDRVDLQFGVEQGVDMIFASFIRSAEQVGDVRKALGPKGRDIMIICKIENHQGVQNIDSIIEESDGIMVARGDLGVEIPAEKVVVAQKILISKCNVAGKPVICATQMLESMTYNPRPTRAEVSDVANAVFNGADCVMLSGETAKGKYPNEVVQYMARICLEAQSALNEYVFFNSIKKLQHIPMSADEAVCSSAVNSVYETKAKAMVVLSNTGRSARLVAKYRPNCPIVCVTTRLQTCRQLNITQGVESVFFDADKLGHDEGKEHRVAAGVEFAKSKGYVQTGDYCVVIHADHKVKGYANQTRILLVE
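qHTS format; LmPK 0.1 nM; substrates PEP 0.5 mM and ADP 0.1 mM. One-hour room-temperature incubation, then coupled luciferase luminescence; 0.5 nM enzyme wells mark activation.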
AmpC detergent = blocks E. coli AmpC beta-lactamase in detergent assay; actives 0.041% (n = 370,000); AmpC hydrolysis of nitrocefin, absorbance 480 nm, 0.01% Triton; Potency, µM (series often up to 114 µM), for the others: at the top dose activity change, negative = inhibition, actives largely listed as inhibitors; P00811;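 further: potency means the concentration at half of the fitted maximal effect; 0% = no-compound wells and -100% = no-enzyme wells; nearly all actives have a fitted effect of over 25% in size; some results filed as inactive show a strong effect at the top dose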
Target sequence (P00811 whole entry, looked up): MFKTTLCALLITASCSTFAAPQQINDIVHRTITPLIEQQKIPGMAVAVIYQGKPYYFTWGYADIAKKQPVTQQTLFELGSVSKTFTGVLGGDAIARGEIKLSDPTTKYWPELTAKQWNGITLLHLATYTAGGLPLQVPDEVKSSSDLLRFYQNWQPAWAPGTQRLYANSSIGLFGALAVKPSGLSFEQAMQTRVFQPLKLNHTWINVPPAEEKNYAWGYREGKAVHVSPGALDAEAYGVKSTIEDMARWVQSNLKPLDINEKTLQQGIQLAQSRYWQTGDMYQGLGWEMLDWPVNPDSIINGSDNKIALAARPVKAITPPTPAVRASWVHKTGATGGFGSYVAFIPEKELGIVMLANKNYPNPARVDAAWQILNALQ
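20 mM phosphate pH 7.0 + 0.01% (detergent screen) or 0.0001% Triton X-100; 5.3 nM AmpC reagent; cpd preinc 15 min RT; nitrocefin (800 uM stock) to start; A480 q20 s × 4 min; Activity was normalised to no-enzyme and no-compound control wells.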
Tb PYK inh = T. brucei pyruvate kinase inhibition; TbPYK enzyme, Kinase-Glo Plus ATP luminescence, 45 min; Potency, µM (doses to about 76.8 µM), for the others: at the highest dose activity, negative = inhibition, hits mostly inhibitors; actives 0.12% (n = 410,000); AID 624173; further: potency means the concentration at half of the fitted maximal effect; nearly all actives have a fitted effect of over 50% in size
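In this concentration-response screen, enzyme-free wells defined baseline while DMSO plates tracked drift. Each reaction combined TbPYK, substrate, compound and 130 uM ADP for 45 min at room temperature. Kinase-Glo Plus luminescence gave the signal.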
AmpC no deterg = AmpC beta-lactamase inhibition without detergent | Potency, µM (doses to about 57.1 µM), for inactives: at the highest dose activity change, negative = inhibition, hits mostly inhibitors | AID 485341 | P00811 | AmpC nitrocefin hydrolysis, absorbance 480 nm, 0.0001% Triton | actives 0.52% (n = 330,000);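 further: potency means the concentration at half of the fitted maximal effect; plate controls were no compound for no effect and no enzyme for full effect; nearly all actives have a fitted effect of over 20% in size; some results filed as inactive show a strong effect at the top dose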
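AmpC (5.3 nM in the dispensed reagent) in 20 mM phosphate pH 7.0 with 0.01% (detergent screen) or 0.0001% Triton X-100 was preincubated with compounds for 15 min at room temperature. Nitrocefin was then added from an 800 uM solution, and hydrolysis was followed at 480 nm.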
* = called active by the depositor; ? = inconclusive; . = not tested or not shown; [ ] = remark or other dose. Unless noted, the call rests on the fitted dose curve; in most records, active means well fitted curve in the direction sought with a large enough effect; inconclusive means small, poorly fitted or top-dose-only effect, or another doubt; inactive means no such curve, though single readings can be large; an effect the other way counts as inactive or inconclusive. Unless noted, on the % scale 0 is the no-effect control and ±100 the full control effect.

molecule,AMA1 RON2 block,HCV inhibitor,HCMV antiviral,LmPK inhibitor,AmpC detergent,Tb PYK inh,AmpC no deterg
CN(CC(=O)Nc1cccnc1Cl)S(=O)(=O)c1ccc(Cl)cc1,3%,16%,1,-2%,-4%,-6%,9%
O=C1CCCN1CCC(=O)N1CCCC(Nc2ccc(F)c(F)c2)C1 (stereo not drawn),14%,19%,-32,-6%,6%,-6%,-5%
Cc1ccc(C)c(CNC(=O)CCn2cccn2)c1,.,.,33,.,18%,0%,.
CCOC(=O)C1=C(CS(=O)(=O)c2ccccc2)NC(=O)NC1c1ccc(O)c(OC)c1 (stereo not drawn),-17%,-19%,-13,-2%,6%,-8%,-27%
Cc1ccc(C(=Cc2ccc([N+](=O)[O-])cc2)C(=O)O)cc1,-1%,.,?,.,.,3%,.
CCOC(=O)N1CCc2c(sc3c2C(=O)NC(c2ccc(C(=O)OC)cc2)N3)C1 (stereo not drawn),.,.,-2,.,16%,-1%,.
CC12CCC(C(=O)N(CC(=O)O)C1=O)C2(C)C (stereo not drawn),18%,8%,-21,5%,3%,-4%,-6%
Cc1nc2cc(NC(=O)c3cccc(S(C)(=O)=O)c3)ccc2o1,12%,-11%,-24,-5%,-8%,-4%,3%
O=C(NC1CC1)C1=C[C@H](c2ccc3c(c2)OCO3)C[C@H](OCc2ccc(CO)cc2)O1,-8%,-13%,14,2%,3%,-3%,54%
Cc1cc(SCC(=O)c2cccs2)nc2c(C)cccc12,15%,-13%,4,0%,?,6%,-33%
CC(C)(CN1CCNCC1)NS(=O)(=O)c1ccc(Cl)cc1,1%,4µM*,-32,.,-2%,-1%,166%[activator]
COc1ccc(S(=O)(=O)Nc2cccc(SC)c2)cc1OC,-1%,?,-21,3%,0%,-3%,-14%
CCN(CC)S(=O)(=O)c1ccc(N/N=C/c2cc(OC)c(OC)cc2OC)nc1,29%,-1%,-9,1%,-1%,-9%,-1%
CCN(CC)C(=O)C1CC(=O)N(c2ccc(F)c(Cl)c2)C1 (stereo not drawn),6%,3%,-9,2%,-3%,1%,0%
COc1nc(OCC#N)nc(N(C)C)n1,9%,1%,0,6%,2%,3%,-3%
CC(C)(C)c1ccc(S(=O)(=O)Nc2noc3ccccc23)cc1,4%,14%,-34,-5%,-10%,6%,-19%
CCCC(=O)Nc1ccc(C(=O)COC(=O)c2c(C)noc2C)cc1,3%,-1%,-13,.,-23%,3%,2%
O=C(NCCCCc1ccccc1)c1ccccc1F,1%,6%,35,-2%,-7%,4%,-9%
O=C(NCc1cc(C(F)(F)F)ccc1F)C1CCC(=O)N(C2CCCCCC2)C1 (stereo not drawn),-3%,-21%,1,2%,-11%,0%,140%[activator]
CCCCn1c(N)c(N(CC(C)C)C(=O)c2cc(S(=O)(=O)N3CCOCC3)ccc2Cl)c(=O)[nH]c1=O,-10%,-2%,-3,.,-14%,1%,-21%
O=C(CSc1n[nH]c(=O)n1-c1ccccc1)Nc1ccccc1,-17%,3%,12,0%,-2%,4%,-15%
CCC(C)(C)NC(=O)c1cc([N+](=O)[O-])ccc1N1CCCCC1,-2%[2.32 µM],?,-5,0%,-9%,-3%,-19%
Cc1ccc(NS(=O)(=O)c2cn(C)c(=O)n(C)c2=O)cc1C,4%,3%,45,0%,-11%,0%,-21%
CCCCn1nc(C(=O)NCC(=O)Nc2c(C)cccc2C)c2ccccc2c1=O,-5%[11.6 µM],-17%,-24,.,?,-4%,-9%
COCCn1c(C)cc(C(=O)COC(=O)C23CC4CC(CC(O)(C4)C2)C3)c1C,14%,12%,71,3%,-14%,-5%,63%[activator]
COC(=O)C1CCN(C(=O)COC(=O)CC(NC(N)=O)c2ccc(Cl)cc2)CC1 (stereo not drawn),-7%,-5%,3,-1%,3%,3%,41%
CCOc1cc(C(=O)OCC(=O)Nc2cccc(S(=O)(=O)NC3=NCCCCC3)c2)cc(OCC)c1OCC,-7%[11.6 µM],?,-23,.,.,-1%,58%
COc1ccc(CCNC(=O)/C(=C/c2cccnc2)NC(=O)c2ccccc2)cc1OC,-1%,6%,-2,0%,2%,1%,199%[activator]
CN(C)c1nc2c(c(=O)[nH]c(=O)n2C)n1CCCc1ccccc1,-4%,27%,4,5%,-3%,-7%,-4%
CCC(=O)Oc1ccc(C(=O)Nc2cccc(C(=O)NC(C)(C)C)c2)cc1,?,-4%,15,0%,-7%,-9%,-13%

Shown as labelled records: part of the list above.
> Cc1nc2cc(NC(=O)c3cccc(S(C)(=O)=O)c3)ccc2o1
  AMA1 RON2 block = 12% | HCV inhibitor = -11% | HCMV antiviral = -24 | LmPK inhibitor = -5% | AmpC detergent = -8% | Tb PYK inh = -4% | AmpC no deterg = 3%
> O=C(NC1CC1)C1=C[C@H](c2ccc3c(c2)OCO3)C[C@H](OCc2ccc(CO)cc2)O1
  AMA1 RON2 block = -8% | HCV inhibitor = -13% | HCMV antiviral = 14 | LmPK inhibitor = 2% | AmpC detergent = 3% | Tb PYK inh = -3% | AmpC no deterg = 54%

Remaining list, next part:
molecule,AMA1 RON2 block,HCV inhibitor,HCMV antiviral,LmPK inhibitor,AmpC detergent,Tb PYK inh,AmpC no deterg
O=C(NCc1nnnn1-c1ccc(F)c(F)c1)c1ccc2c(c1)OCO2,-1%,8%,3,.,-13%,5%,?
CS(=O)(=O)Nc1cccc(C2=NN(S(=O)(=O)c3ccccc3)C(c3ccco3)C2)c1 (stereo not drawn),-10%,-12%,-11,-2%,3%,-28%,-48%
CNC(=O)NNC(=O)c1nc(-c2ccccc2)c(C)o1,18%,9%,-7,-7%,7%,-1%,-26%
Cc1[nH]c2ccccc2c1/C=C/C(=O)c1ccncc1,-19%,?,-18,-4%,2%,1%,-7%
N#Cc1c(N)nc2c3c(sc(=N)c2c1N)NC(=O)CC3c1c(F)cccc1Cl (stereo not drawn),35%[activator],-6%,-2,1%,-9%,-5%,-47%
COc1ccc(NC(=O)c2sc(=O)n(Cc3ccc4ccccc4c3)c2C)cc1OC,-4%,.,113,.,.,-2%,.
CC(=O)Nc1nonc1-c1nnc(SCC(=O)Nc2ccccc2)n1-c1ccccc1,.,.,0,.,2%,0%,.
CS(=O)(=O)c1ccc(S(=O)(=O)N2CCC(CO)(CCCc3ccccc3)CC2)cc1,-7%,-22%,-30,5%,-4%,-1%,72%[activator]
Cc1ccc(C(=O)NCC(=O)Nc2ccncc2)s1,0%,8%,16,7%,-13%,4%,-27%
COc1ccc2nc(NC(=O)C3COc4ccccc4O3)sc2c1 (stereo not drawn),-16%,-6%,76,6%,-11%,0%,-30%
Cc1ccc(-c2nc(CS(=O)CC(=O)N3CCN(c4cccc(Cl)c4)CC3)c(C)o2)cc1 (stereo not drawn),.,.,?,.,-6%,2%,.
Cc1cccc(-c2nnc(SCC(=O)Nc3ncccn3)n2C)c1,11%,10%,26,0%,?,-14%,-12%[11.4 µM]
CCCc1ccc(OCC(=O)Nc2sc3c(c2C(=O)OCC)CCC(C(C)(C)C)C3)cc1 (stereo not drawn),.,.,11,.,1%,-7%,.
Cc1ccc(-c2nnc(Nc3ccc(O)cc3)c3ccccc23)cc1S(=O)(=O)NC(C)(C)CO,.,.,?,.,-6%,-1%,.
COc1ccc(S(=O)(=O)N2CCCC(C(=O)NCc3cccnc3)C2)cc1C (stereo not drawn),0%,.,1,.,.,-6%,.
C[C@H](CO)N1C[C@H](C)[C@@H](CN(C)S(=O)(=O)c2cn(C)cn2)Oc2ccc(NC(=O)Cc3ccccc3)cc2C1=O,-5%,3%,3,.,.,-3%,44%
CCc1nc2c(OCc3cc(Cl)cc(Cl)c3)cccn2c1N(C)C(=O)CC(C)C,-5%,.,16,.,.,3%,.
Cc1ccc(C2C(/C=C3/SC(=S)NC3=O)=C(c3cccs3)Oc3ccccc32)cc1 (stereo not drawn),-5%,?,-61*,4%,7%,5%,6.3µM*
COc1cc2[nH]c(=O)n(CCCCCC(=O)NCCc3c[nH]c4ccccc34)c(=O)c2cc1OC,-20%,0%,19,1%,-2%,-5%,37%
Nc1ccccc1-c1n[nH]c(=S)s1,81%[activator],?,.,0%,-3%,?,-23%
COCCc1nn2c(=O)cc(COC(=O)c3cc(OC)c(OC)c(OC)c3)nc2s1,-13%,-19%,-10,5%,-1%,-4%,60%
CN(C)N1C(N)=C(C#N)C(c2ccc(F)cc2)C2=C1CCCC2=O (stereo not drawn),12%,-9%,-26,-3%,-8%,-16%,-7%
O=C(NCC(=O)N1CCN(Cc2ccccc2)CC1)c1ccc(Br)cc1,-1%,?,-8,-8%,4%,2%,40%
COc1ccc(CCC(C(O)C(F)(F)F)S(=O)c2ccccc2)cc1 (stereo not drawn),1%,-21%,.,8%,-3%,-17%,-6%
CC1(C)CC(NC(=O)c2ccccn2)CC(C)(C)N1O,-8%,-4%,?,0%,0%,-4%,-13%
N#Cc1c(-c2ccccc2)nc(SCC(=O)N(c2ccccc2)c2ccccc2)[nH]c1=O,24%,0%,-26,0%,?,-5%,-19%
Cc1cc(C)c(C)c(OCCCOc2cccc3cccnc23)c1,10%,?,-18,0%,0%,2%,28%
Cc1cc(O)c(C(c2ccccc2Cl)N2CCN(c3ccccc3)CC2)c(=O)n1Cc1ccco1 (stereo not drawn),.,.,17,.,-3%,1%,.
Cc1ccc(-n2c(SCC(=O)Nc3ccc4c(c3)OCO4)nc3c([nH]c4ccccc43)c2=O)cc1,.,.,-40,.,6%,2%,.
CCCOc1ccc(C(=O)N(Cc2ccco2)Cc2ccco2)cc1,.,.,4,.,17%,-1%,.
CC(C)c1nc2c(s1)CCc1onc(-c3cccc([N+](=O)[O-])c3)c1-2,-16%,?,-31,.,-5%,-6%,-28%
O=C(Nc1cccc(C(F)(F)F)c1)Nn1cnnc1,5%,2%,-14,0%,?,0%,-11%
CCN(CC(=O)NCc1ccc(F)cc1)C(=O)C1CCN(C(=O)Nc2ccccc2)CC1,-6%,?,20,-5%,4%,1%,-6%
